FLuc inhib CS – firefly luciferase enzyme inhibitors, primary screen, artefact control for luciferase-based inhibitor screens, biochemical, luminescence, ATPLite; hit rate 1.5% among 200,000; 10 min; inhibition, % at 10 µM;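 active = inhibition above about 50% when tested at 10 µM, limit read from the data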
Target sequence (P08659 whole entry, looked up): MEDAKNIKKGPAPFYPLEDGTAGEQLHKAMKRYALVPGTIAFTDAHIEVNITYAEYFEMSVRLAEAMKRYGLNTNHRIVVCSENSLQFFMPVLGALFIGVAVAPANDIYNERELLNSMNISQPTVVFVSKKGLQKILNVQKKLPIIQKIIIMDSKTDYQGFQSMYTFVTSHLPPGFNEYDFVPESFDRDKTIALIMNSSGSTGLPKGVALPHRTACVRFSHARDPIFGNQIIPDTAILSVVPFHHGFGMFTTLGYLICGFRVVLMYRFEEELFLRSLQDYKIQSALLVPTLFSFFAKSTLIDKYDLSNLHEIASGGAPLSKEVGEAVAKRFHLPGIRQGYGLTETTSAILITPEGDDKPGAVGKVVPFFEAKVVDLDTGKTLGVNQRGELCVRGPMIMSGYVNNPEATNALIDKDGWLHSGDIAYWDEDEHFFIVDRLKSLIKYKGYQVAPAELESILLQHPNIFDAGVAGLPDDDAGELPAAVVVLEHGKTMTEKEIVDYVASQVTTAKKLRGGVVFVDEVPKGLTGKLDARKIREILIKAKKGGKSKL
TNAP inh hiacc – human TNAP enzyme inhibitors, primary screen, biochemical, luminescent, high phosphate acceptor level, uHTS; Alkaline phosphatase, tissue-nonspecific isozyme (Homo sapiens), P05186; purified TNAP, CDP-star luminescence, 1 M DEA; inhibition, % at 20 µM; hit rate 0.03% among 200,000; AID 1135, 2008;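 active = over 50% inhibition of tissue-nonspecific alkaline phosphatase at 20 µM in the single-dose screen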;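 also: plate controls were DMSO wells for no effect and EDTA-quenched wells as full inhibition for full effect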
Target sequence (P05186 whole entry, looked up): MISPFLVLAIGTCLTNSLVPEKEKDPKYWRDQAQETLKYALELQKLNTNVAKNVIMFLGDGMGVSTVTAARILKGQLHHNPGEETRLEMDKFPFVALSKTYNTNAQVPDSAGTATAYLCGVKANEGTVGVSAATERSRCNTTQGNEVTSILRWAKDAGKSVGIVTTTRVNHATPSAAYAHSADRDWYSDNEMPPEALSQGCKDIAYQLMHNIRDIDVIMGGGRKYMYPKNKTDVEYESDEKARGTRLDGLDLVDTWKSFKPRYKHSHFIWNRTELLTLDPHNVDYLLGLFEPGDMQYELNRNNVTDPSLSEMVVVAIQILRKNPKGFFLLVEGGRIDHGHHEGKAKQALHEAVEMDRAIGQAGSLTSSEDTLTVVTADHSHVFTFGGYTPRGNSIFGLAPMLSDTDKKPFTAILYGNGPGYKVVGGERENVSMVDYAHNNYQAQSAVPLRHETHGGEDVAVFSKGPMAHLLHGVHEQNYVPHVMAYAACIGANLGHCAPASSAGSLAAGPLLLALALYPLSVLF
bIAP act – bovine intestinal alkaline phosphatase activators, primary screen, biochemical, bovine IAP, CDP-star luminescence | purified bovine IAP, 30 min; stronger effect = higher value; fold of DMSO-control signal, blank-subtracted | activation factor at 20 µM | hit rate 0.17% among 200,000 | AID 1016, 2008;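 active = activation factor of 2 or more at 20 µM, a signal rise over negative controls twice the positive control's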
PMI act – activators of human PMI, primary screen, biochemical, fluorescence intensity, near-Km mannose 6-phosphate. purified human PMI, coupled resazurin fluorescence, 20 min; stronger effect = higher value; 1 = vehicle control, 0 substrate-free wells. activation factor at 20 µM. hit rate 0.005% among 190,000;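 active = activation factor of 2 or more at 20 µM, relative to plate controls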
APP 5'UTR act – activators of APP 5'UTR luciferase reporter, primary screen, SH-SY5Y cells. SH-SY5Y APP 5'UTR luciferase reporter, luminescence; zero percent = DMSO vehicle wells. activation, % at 2 µM. hit rate 1% among 190,000. AID 1276, 2008;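 active = activation above a set limit, based on mean plus 3 SD of controls, cut at about 140% in these data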; also: values of inactives mirror those of a sister screen read the other way
NF-kB expr up – activators of NF-kB expression in neurons, primary screen, cell-based, HTS; fold change at 12.5 µM; AID 1239, 2008; hit rate 1.6% among 190,000; human neuronal cells, NF-kB reporter expression; stronger effect = higher value; in the data active = fold change above about 3.3
PMI act hi M6P – human PMI activators, high substrate, primary screen, biochemical, fluorescence intensity, near-saturating mannose 6-phosphate; Mannose-6-phosphate isomerase (Homo sapiens), P34949; coupled PMI enzyme assay, resazurin fluorescence, 20 min; stronger effect = higher value; 1 = untreated enzyme, 0 = substrate-free blank; activation factor at 20 µM; hit rate 0.34% among 190,000; AID 1216, 2008;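 active = activation factor of 2 or more at 20 µM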
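Technique: Diaphorase-driven resazurin-to-resorufin fluorescence, excitation 544, emission 590 nm | Assay system: Human PMI in coupled enzyme assay | Times: Enzyme reaction with compound 20 min at room temperature | Medium: HEPES-buffered pH 7.4 with magnesium and detergent | Reagent: Mannose-6-phosphate 1.0 mM (near-saturating) plus 0.22 mM NADP+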
TNAP act hi DEA – TNAP activators at high phosphate acceptor level, primary screen, biochemical, luminescence, uHTS; Alkaline phosphatase, tissue-nonspecific isozyme (Homo sapiens), P05186; activation factor at 20 µM; 200,000 tested, under 10 active; AID 1136, 2008; purified TNAP, CDP-star luminescence, 1 M DEA, 30 min; stronger effect = higher value; 0 = EDTA background, 1 = DMSO-only activity;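 active = activation factor at least 2 at 20 µM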
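system = human TNAP | amount = enzyme diluted 1/800 final | reagent = 100 µM CDP-star substrate | signal = luminescent substrate turnover signal | dosing = one dose, 20 µM | benchmarks = EDTA negative control, DMSO positive control | measure = activation factor | timing = 30 min reaction, room temperature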
TNAP inh no acc – human TNAP enzyme inhibitors, primary screen, biochemical, luminescent, no phosphate acceptor, uHTS; Alkaline phosphatase, tissue-nonspecific isozyme (Homo sapiens), P05186; purified TNAP, CDP-star luminescence, 30 min; inhibition, % at 20 µM; hit rate 0.26% among 200,000; AID 1012, 2008;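 active = tissue-nonspecific alkaline phosphatase inhibition above about 50% at 20 µM in the single-dose screen, limit read from the data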;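 also: 0% = DMSO negative control and 100% = EDTA positive control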
FLuc stim CS – FLuc activators, initial screening, artefact control for FLuc-dependent activation tests, biochemical, ATPlite luminescence. 200,000 tested, under 10 active. ATPlite luciferase biochemical, 10 min; 0 = ATP-free wells, 1 = DMSO control. activation factor at 10 µM. Luciferin 4-monooxygenase (Photinus pyralis), P08659;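 active = luciferase activation factor, scaled between plate controls, of at least 2 with compound at 10 µM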
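test system = cell-free luciferase reagent | medium = PBS as buffer for the ATP substrate | dosing = test compounds dosed from 2 mM stocks in 100% DMSO | incubation = 10 min at ambient temperature | detection = luminescence measurement of luciferase light output | benchmarks = low control with PBS replacing ATP, high control enzyme plus ATP without compound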
* marks the source's active call; other numbers are inactive results; / = no result given.

NF-kB expr up	TNAP inh no acc	bIAP act	APP 5'UTR act	FLuc inhib CS	TNAP inh hiacc	TNAP act hi DEA	PMI act hi M6P	PMI act	FLuc stim CS	molecule
0.84	8	1	-13	-8	0	1	1.1	1	1.1	Cc1nc2cc(-c3ccccc3)nn2c(C)c1CCC(=O)NC(C)c1ccc2c(c1)OCCO2 (stereo not given)
1.2	-4	1	7	0	-4	1	1.1	1.1	1	COc1ccc(CCN(Cc2cccs2)S(=O)(=O)c2ccc(C(=O)O)cc2)cc1OC
1.1	-1	1.3	-28	-2	-3	1	0.9	1	1	CC(NC(=O)C1CCC(C(C)(C)C)CC1)C(c1ccccc1)N1CCOCC1 (stereo not given)
1.2	-6	1	-11	-5	-1	1	1.1	1.1	1.1	CC(NC(=O)c1ccc(Br)cc1)c1ccccc1 (stereo not given)
1.2	-2	0.9	0	9	-2	1	1	1	0.9	CCOc1ccc(C(=O)Cc2ccc3oc(C(=O)O)cc3c2)c(O)c1
3	-3	0.8	-1	-3	-4	1	0.9	0.8	1	Cc1cc(=O)oc2cc(OCC3CC(c4ccccc4Cl)=NO3)ccc12 (stereo not given)
1.1	-14	0.9	8	-8	-6	1.1	1.1	1	1.1	CCSc1nnc(NC(=O)C(Cc2ccccc2)n2cccc2)s1 (stereo not given)
0.9	-10	0.9	3	-10	-2	1	1	1	1.1	C=CCc1cccc2cc(C(=O)N(CC)CC)c(=O)oc12
1.6	-8	1	19	-2	-4	1	1	1	1	CNC(=O)c1sc(-c2ccccc2)nc1C
1	-1	0.9	0	-2	2	1	1	1	1	Cc1cccc[n+]1CC(=O)N1c2ccccc2Sc2ccccc21
0.92	0	1.5	-6	-8	-1	1	0.9	0.9	1.1	CC(SCc1ccccc1)C(=O)Nc1ccccc1-c1ccccc1 (stereo not given)
1.2	-192	0.8	-3	-5	-3	1	1	1	1	CCNC(=S)NNC(=O)CCn1cc(C)cn1
1.1	4	0.9	-1	-2	4	1	0.9	0.8	1	O=C(CSc1nnc(CCCN2C(=O)c3cccc4cccc(c34)C2=O)n1-c1ccccc1)N1CCN(CCO)CC1
1.1	-4	1.2	9	-1	1	1	1	0.9	1	COc1ccc(CNC(=O)C2CCCN(c3nccc(C)n3)C2)cc1 (stereo not given)
1.1	-17	0.9	-1	-2	-6	1.1	0.9	0.9	1	CC(=O)Nc1ccc(C(=O)OCC(=O)NCc2ccc(Cl)cc2)cc1
1.2	5	0.8	-13	4	0	1	1	1	1	CCn1c(C(C)NC(=O)c2ccc(Cl)cc2)n[nH]c1=S (stereo not given)
1.2	-2	0.9	3	2	27	0.7	0.8	1.2	1	CC(=O)/C(N=Nc1cc(C)ccc1O)=C(\C)O
1.1	-13	1	3	0	-2	1	1	1	1	COCc1cc(C)nc2sc(C(=O)OC)c(N)c12
1	-13	1	-4	-10	-8	1.1	1	1	1.1	COc1ccc(CCNC(=O)COC(=O)c2cc(OC)c(OC)cc2OC)cc1
1	-10	0.9	136*	72*	-2	1	0.9	0.9	0.3	COC(=O)c1ccc(-c2nc(-c3cccs3)no2)cc1

9 neighbouring compounds from above, quoted:
NF-kB expr up	TNAP inh no acc	bIAP act	APP 5'UTR act	FLuc inhib CS	TNAP inh hiacc	TNAP act hi DEA	PMI act hi M6P	PMI act	FLuc stim CS	molecule
1.2	-2	0.9	0	9	-2	1	1	1	0.9	CCOc1ccc(C(=O)Cc2ccc3oc(C(=O)O)cc3c2)c(O)c1
3	-3	0.8	-1	-3	-4	1	0.9	0.8	1	Cc1cc(=O)oc2cc(OCC3CC(c4ccccc4Cl)=NO3)ccc12 (stereo not given)
1.1	-14	0.9	8	-8	-6	1.1	1.1	1	1.1	CCSc1nnc(NC(=O)C(Cc2ccccc2)n2cccc2)s1 (stereo not given)
0.9	-10	0.9	3	-10	-2	1	1	1	1.1	C=CCc1cccc2cc(C(=O)N(CC)CC)c(=O)oc12
1.6	-8	1	19	-2	-4	1	1	1	1	CNC(=O)c1sc(-c2ccccc2)nc1C
1	-1	0.9	0	-2	2	1	1	1	1	Cc1cccc[n+]1CC(=O)N1c2ccccc2Sc2ccccc21
0.92	0	1.5	-6	-8	-1	1	0.9	0.9	1.1	CC(SCc1ccccc1)C(=O)Nc1ccccc1-c1ccccc1 (stereo not given)
1.2	-192	0.8	-3	-5	-3	1	1	1	1	CCNC(=S)NNC(=O)CCn1cc(C)cn1
1.1	4	0.9	-1	-2	4	1	0.9	0.8	1	O=C(CSc1nnc(CCCN2C(=O)c3cccc4cccc(c34)C2=O)n1-c1ccccc1)N1CCN(CCO)CC1

The results go on:
NF-kB expr up	TNAP inh no acc	bIAP act	APP 5'UTR act	FLuc inhib CS	TNAP inh hiacc	TNAP act hi DEA	PMI act hi M6P	PMI act	FLuc stim CS	molecule
1	-12	1	3	-3	-11	1.1	1	1.2	1	COc1ccc(Cn2nnnc2CN2CCC(c3nc4ccccc4s3)CC2)cc1
1	-6	1.1	9	-6	-7	1.1	0.8	0.8	1.1	CCn1c(CSCc2ccc(C)cc2)nnc1SCC(=O)N1CCN(c2ccccc2)CC1
1.1	-12	1	12	-7	-3	1	1	1	1.1	COc1ccc(OCCSc2nnc(CCNC(=O)c3ccc(OC)cc3)n2C)cc1
1	-4	1.1	-9	-9	-3	1	0.9	0.9	1.1	CCN(CC)CCNc1ccnc2cc(Cl)ccc12
1.1	-2	0.9	4	-9	-4	1	1	1	1.1	CCOC(=O)CN1C(=O)N[C@@H](c2ccc(Br)cc2)C(C(C)=O)=C1C
0.99	-7	0.9	20	28	-4	1	0.9	1	0.7	Cc1ccc(-n2[nH]c(C)c(/C=N/N3C(=O)c4cccc5cccc(c45)C3=O)c2=O)cc1
0.63	-1	1.3	-12	-6	-2	1	1	1	1.1	Cn1cc(C(=O)c2ccc(Cl)cc2Cl)cc1C(=O)N/N=C(\N)COc1ccccc1
1.3	-10	0.9	9	-7	-3	1	1	1	1.1	CCCNC(=S)N1CCC(NC(=O)C23CC4CC(CC(C4)C2)C3)CC1
0.94	-4	1	-2	-3	-1	1	1	0.9	1	COCCn1c(SCC(=O)Nc2ccc3c(c2)CCC3)nc2ccccc2c1=O
1.1	3	0.9	-10	-12	-1	1	1.2	1.1	1.1	Cc1c(NC(=O)c2coc(=O)c(Br)c2)c(=O)n(-c2ccccc2)n1C
0.97	5	1	0	-4	0	1	1.1	1.1	1	CC(C)(C)NC(=O)C(c1ccc(OCC(N)=O)cc1)N(C(=O)c1cccnc1)C1CC1 (stereo not given)
1.3	-12	0.9	-15	-6	-2	1	1	1	1.1	COc1cc(OC)c(OC)cc1CN1CCN(S(=O)(=O)c2ccc(F)cc2)CC1
0.86	-13	0.8	7	-1	0	1	1	0.9	1	COc1ccc(NC(=O)CC23CC4CC(CC(C4)C2)C3)cn1
0.89	2	1	-5	0	-5	1.1	1.1	1	1	COCCNc1nnc(SCC(=O)c2ccc3c(c2)OCO3)s1
0.92	-5	0.9	3	-4	1	1	1	0.9	1	O=C(Nc1nccs1)C1CCN(S(=O)(=O)c2c(Cl)cccc2Cl)CC1
2.3	4	1.2	-7	0	3	1	/	/	1	O=C1CC(c2ccccc2)CC(O)=C1C=Nc1ccccc1O (stereo not given)
0.98	-10	0.8	-2	-2	-1	1	1	1	1	O=C(NCc1ccccc1)N(Cc1cc2cc3c(cc2[nH]c1=O)OCO3)CC1CCCO1 (stereo not given)
0.96	-10	1.1	-1	-6	-8	1.1	1.1	1	1.1	CC(C)C(C)NC(=O)COc1ccc(OCc2ccccc2)cc1 (stereo not given)
1.4	-2	1.1	5	-4	-2	1	1	1	1	CC1CCN(C(=S)c2cccc(O)c2)CC1
1.1	-1	1	-13	-2	-1	1	1	0.9	1	Cc1nn(CC(=O)OCCOc2ccc(Br)cc2)c(C)c1[N+](=O)[O-]
1.2	-11	1	29	-3	-7	1.1	1.1	1.2	1	Cc1cc(C)nc(N/N=C/c2ccccc2OCc2ccc(Cl)cc2)n1
0.36	-8	0.8	1	3	0	1	1.2	1.1	1	Nc1ccc(C(=O)N/N=C/c2sc(N3CCOCC3)nc2-c2ccccc2)cc1
1.1	-22	0.8	0	-4	-3	1	1	0.9	1	CCCOP(=O)(c1ccc(N(C)C)cc1)C(Nc1ccccc1)c1ccc(N(C)C)cc1 (stereo not given)
1.2	-8	0.9	0	-2	2	1	0.9	0.9	1	COc1ccc(C2(CNC(=O)c3ccc(Br)o3)CCOCC2)cc1
1.1	-9	1	-2	-3	-2	1	1	1	1	O=C(N[C@@H](Cc1c[nH]c2ccccc12)C(=O)O)c1ccccc1Cl
1.2	-4	0.9	0	-1	-2	1	0.8	0.9	1	O=C(CNC(=O)c1ccc(Oc2ccccc2)cc1)OCc1ccc(Br)cc1
1.1	-5	1.1	6	-2	-2	1	0.9	0.9	1	O=C(Cc1ccc(Cl)cc1Cl)NCC1(N2CCOCC2)CCCCC1
0.91	-7	1.1	2	2	-5	1	1	1	1	O=C(COC(=O)c1ccc(Cl)nc1)NCCC1=CCCCC1
1.1	-7	1	-13	-7	2	1	0.9	1.1	1.1	CCC(C(=O)OCCN(CC)CC)c1ccccc1 (stereo not given)
1.6	-20	0.9	0	3	-6	1.1	1	1	1	Cc1cc2ncn(C(=O)c3ccc4c(c3)OCO4)c2cc1C
1.1	-11	0.9	-7	-5	-5	1	1.1	1.1	1.1	CCOC(=O)CC(N)c1cccc([N+](=O)[O-])c1 (stereo not given)
1	-7	0.9	4	-3	-1	1	0.9	0.9	1	CC(=O)Nc1cccc(NC(=O)CSc2nnnn2Cc2ccccc2)c1
2.4	-3	0.9	-7	-3	1	1	1.1	1	1	O=C(Cn1cnc2ccccc2c1=O)NCC(=O)N1CCOCC1
0.73	-9	1.1	-12	-3	-3	1	0.9	0.9	1	CCC(C(=O)NC1CCCC1)N(Cc1ccco1)C(=O)Cn1nnc(-c2ccc(C)cc2)n1 (stereo not given)
1.5	-11	0.9	-1	-1	-4	1	1	1.1	1	O=C(Nc1ccc(F)cc1)C(NC1CCCCC1)c1ccccc1 (stereo not given)

Screening data deposited in PubChem BioAssay by several laboratories.
